human PMI inhibitors: human PMI inhibitors, high substrate, primary screen, biochemical, fluorescence intensity, high mannose 6-phosphate (AID 1220); inhibition, % at 20 µM, or IC50 in µM where a hit was titrated; recombinant PMI enzyme, coupled fluorescence intensity; higher % means a stronger effect; Mannose-6-phosphate isomerase (Homo sapiens); actives 0.66% (n = 190,000)
K1F lysis inhibition: inhibition of K1F phage lysis, E. coli UTI89, bacterial capsule biogenesis inhibitors, alamar blue (AID 488966); E. coli UTI89 K1F phage lysis, alamar blue, 2 h; higher % means a stronger effect; one-dose inhibition, % at 100 µM; IC50 in µM for titrated hits; actives 0.02% (n = 340,000);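 active = phage lysis inhibition, versus mean bacterial control, above a set limit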;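 note: capsule biogenesis inhibitors block K1F phage lysis so surviving cells raise fluorescence; higher fluorescence means more inhibition of phage lysis; actives were called in the ten point dose series up to 300 µM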
WT yeast gro inh: growth inhibition of WT strain, primary screen, mitochondrial fusion inhibitor project, WT and mutant strains, chemical genetic. mitochondrial fusion phenotypic screen. AID 1362, 2008. actives 2.1% (n = 190,000). inhibition, % at 10 µM; in the data active = inhibition above about 58%; tested in S. cerevisiae
Hep lipid drop: inhibitors of hepatocyte lipid droplet formation, primary screen, imaging, high-throughput imaging, BODIPY stain. actives 0.4% (n = 240,000). AML12 mouse hepatocytes, oleate lipid droplets. inhibition, % at 6.5 µM;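 active = lipid droplet intensity inhibited by at least 50%, with more than 500 cells counted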
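Assay system: AML12 mouse liver cells | Compound dosing: One dose, 6.5 µM compound | Read-out basis: Droplet intensity reduction, % inhibition | Measured by: Fluorescence imaging, 20x objective, two fields per well | Schedule: Overnight treatment with compound plus oleate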
PMI inhibitors: inhibitors of human PMI, primary screen, biochemical, fluorescence intensity, coupled assay (AID 1209); Mannose-6-phosphate isomerase (Homo sapiens); purified PMI enzyme, coupled fluorescence intensity; higher % means a stronger effect; inhibition, % at 20 µM, or IC50 in µM where a hit was titrated; actives 0.42% (n = 190,000);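 note: plate controls were DMSO vehicle for no effect and wells lacking substrate for full effect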
TNAP activators: human TNAP enzyme activators, primary screen, biochemical, luminescent, no phosphate acceptor, uHTS (AID 1001). purified TNAP, luminescent activation assay, no phosphate acceptor; higher activation fold means a stronger effect. actives 0.03% (n = 200,000). one-dose activation fold at 20 µM; EC50 in µM for titrated hits; in the data active = activation fold from about 3, or a potency from the dose series; inactive = the rest, 99 in 100 with activation fold below about 1.6; note: many of its hits are not listed in these tables
Myeloid diff MLP: induction of myeloid progenitor differentiation, primary screen, cell-based, flow cytometry, MLPCN library; ER-HoxA9 myeloid progenitors, lysozyme-GFP differentiation; calls only at 10 µM; actives 1% (n = 360,000);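 active = normalized GFP-positive differentiation at or above the plate's own cutoff, the solvent-only control mean plus 3 SD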;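 note: cells exposed to compound for four days before flow analysis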
M1AAP inhibition: P. falciparum M1AAP inhibitors, biochemical, fluorogenic H-Leu-NHMec substrate, 1536-well (AID 1445); actives 0.42% (n = 220,000); Aminopeptidase N (Plasmodium falciparum (isolate 3D7)); inhibition, % at 30 µM, or IC50 in µM where a hit was titrated; recombinant M1AAP, H-Leu-NHMec fluorogenic kinetic assay; higher % means a stronger effect;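 active = primary inhibition above the hit cutoff, then over 50% inhibition at one or more dose response concentrations, cut at about 23% in these data, passing the limit was not always enough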;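 note: plate controls were DMSO full reaction for no effect and no enzyme background for full effect; strong numbers were not always called active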
ER stress rescue: rescue of cells from ER stress-induced death, primary screen, 384-well, CSM14.1, thapsigargin, ATP luminescence (AID 1222); CSM14.1 thapsigargin-induced death rescue, ATP luminescence; higher % means a stronger effect; cellular ATP content (survival), % at 20 µM; hits with a dose series show EC50 in µM; 190,000 tested, under 10 active;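 active = EC50 below 50 µM in the dose-response confirmation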;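 note: death triggered by thapsigargin at about 15 µM added after 2 h compound pretreatment; cell ATP read after overnight thapsigargin exposure of roughly 18 to 22 hours; normalized against plate controls of thapsigargin alone and 5% DMSO vehicle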
WT yeast gro inh mutant strain: recorded beside WT yeast gro inh, whose call it bears; inhibition, %; mitochondrial fusion phenotypic screen, mutant strain inhibition
Hep lipid drop cells 6.5 µM: second read-out of Hep lipid drop, no call of its own (marks repeat the call); cell count; measured here: cell count, cytotoxicity flag;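 cells counted across two imaged fields per well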
Myeloid diff MLP GFP+ MAC1+ %: recorded beside Myeloid diff MLP, whose call it bears; GFP+ MAC1+ double positive, %; measured here: differentiation confirmed by MAC1 staining
* = called active by the depositor; i = inactive; nt = no result given; [ ] = remark or other dose. Cut-off read from the data, not from the text of the source, unless noted: active = inhibition above about 50%; inactive = the rest.

SMILES	human PMI inhibitors	K1F lysis inhibition	WT yeast gro inh	WT yeast gro inh mutant strain	Hep lipid drop	Hep lipid drop cells 6.5 µM	PMI inhibitors	TNAP activators	Myeloid diff MLP	Myeloid diff MLP GFP+ MAC1+ %	M1AAP inhibition	ER stress rescue
Cc1ccnc(SCCn2c(N3CC(C)CC(C)C3)nc3c2c(=O)n(C)c(=O)n3C)n1 (stereo unspecified)	-3%	0.1%	-1	12	nt	nt	-4%	1	i	0.4	10%	-0.1%
CCC(CC)c1nc(NCCC(=O)O)c2ccccc2n1	1%	0.5%	6	-3	nt	nt	0%	1.2	i	0.6	5%	2.4%
CN(C)c1nnnn1-c1ccc(OC(F)(F)F)cc1	-12%	0.1%	8	-5	27	648	-12%	1.1	i	0.2	2%	-1.2%
CCOc1ccc(OCC(=O)N2CCOCC2)cc1	-2%	1.4%	-8	3	0	771	1%	1.1	i	0.7	5%	-1.1%
COC(=O)c1ccc(C(=O)OC)c(NC(=S)N2CCN(C(=O)C3CCCO3)CC2)c1 (stereo unspecified)	nt	-1.2%	nt	nt	9	789	nt	nt	i	1.2	0%	nt
COc1cc(NC(=O)CN2CCN(c3ccccc3F)CC2)c(C)cc1[N+](=O)[O-]	-1%	0.2%	1	3	-14	681	13%	1	i	0.4	17%	-1.9%
O=C1NC2(CCCCCC2)C(=O)N1CCS(=O)(=O)Oc1ccccc1	-7%	-0.1%	-21	9	4	722	-10%	1.1	i	0.6	5%	-0.4%
CC(=O)Nc1ccc(S(=O)(=O)NC(CC(=O)NCCC2=CCCCC2)C(C)C)cc1 (stereo unspecified)	5%	1.7%[50 µM]	-5	2	nt	nt	4%	1	i	0.9	2%	-1.0%
O=C(N/N=C/c1ccccc1Br)c1ccc(CSc2cccc3cccnc23)cc1	2%	0.2%	14	12	-7	823	6%	1	i	0.9	1%	1.9%
Cc1cc(C)n(-c2ccc(C(=O)Nc3cc(S(=O)(=O)N(C)C)ccc3Cl)cc2)n1	-18%	4.7%	-26	-9	10	760	-9%	1	i	0.5	-2%	-0.8%
COC(=O)c1c(C)nn(-c2ccc(F)c(Cl)c2)c1-c1cc(C)on1	nt	0.2%	nt	nt	-13	760	nt	nt	i	1.1	15%	nt
CC1=NNC(=O)/C1=C\c1cn(-c2ccccc2)nc1-c1ccc(Cl)cc1	17%	5.3%	11	34	nt	nt	24%	1	i	2.5	6%	-1.2%
Cc1c(-c2cc[n+]([O-])cc2)oc2ccc(Br)cc2c1=O	6%	nt	-16	-1	-8	703	7%	1.1	nt	nt	6%	1.1%
O=C1NC(=NCc2ccccc2)S/C1=C\c1ccccc1	1%	0.3%	-3	-4	-1	601	1%	1	i	0.4	2%	-1.4%
CSc1ccc(C#N)cc1NC(=O)c1ccccc1	-1%	0.2%	-10	5	-1	670	0%	1	i	0.0	3%	3.2%
N#Cc1cnn2c(N)c(-c3ccc(Cl)cc3)cnc12	-6%	-2.0%	-9	-23	-9	709	-11%	1.1	i	0.2	5%	nt
Cc1ccc(C)c(-n2c(Cc3cc(=O)[nH]c(=O)[nH]3)nnc2SC(C)C)c1	0%	-1.4%	13	7	nt	nt	0%	1.1	i	2.0	-4%	0.0%
CCOC(=O)COc1c(C(=O)OC)sc2ncccc12	-3%	0.1%	3	-11	11	687	-2%	1.2	i	0.9	0%	1.7%
O=C1CN(C(=O)C2CC2)c2ccccc2N1	4%	2.0%	-3	-5	nt	nt	2%	1.1	i	0.3	-3%	-1.1%
S=c1nc(C23CC4CC(CC(C4)C2)C3)[nH][nH]1	nt	-0.8%	nt	nt	-29	687	nt	nt	i	0.5	6%	nt
O.O.O.O=S(=O)([O-])OC[C@H]1O[C@@H](O[C@]2(COS(=O)(=O)[O-])O[C@H](OS(=O)(=O)[O-])[C@@H](OS(=O)(=O)[O-])[C@@H]2OS(=O)(=O)[O-])[C@H](OS(=O)(=O)[O-])[C@@H](OS(=O)(=O)[O-])[C@@H]1OS(=O)(=O)[O-].[Al]	-4%	nt	12	-8	-13	718	2%	1	nt	nt	2%	-1.1%
CCC(=O)N(Cc1cc2c(C)ccc(C)c2[nH]c1=O)C1CCCCC1	3%	0.3%	2	-14	-17	661	1%	1.1	i	0.9	2%	-2.4%
CCC(=O)Nc1ccccc1C(=O)OCC(=O)c1ccccc1	12%	0.2%	-17	-8	nt	nt	-4%	0.9	i	1.9	15%	1.0%
COc1ccc(Nc2nc3ccc(OC)cc3s2)cc1	-2%	0.2%	16	-10	-2	641	-1%	1.2	i	0.1	11%	nt
CCOC(=O)c1c(-c2ccccc2)n(C)c2ccc(O)cc12	12%	2.2%	-3	8	12	787	9%	1.1	i	4.9	8%	-0.6%
Later entries.
SMILES	human PMI inhibitors	K1F lysis inhibition	WT yeast gro inh	WT yeast gro inh mutant strain	Hep lipid drop	Hep lipid drop cells 6.5 µM	PMI inhibitors	TNAP activators	Myeloid diff MLP	Myeloid diff MLP GFP+ MAC1+ %	M1AAP inhibition	ER stress rescue
O=[N+]([O-])c1ccccc1S(=O)(=O)N1CCc2ccccc2C1	nt	-0.9%	-13	-9	-11	702	nt	1.1	i	0.1	5%	0.0%
COc1ccc(C(=O)NCc2ccc3c(c2)OCO3)cc1S(=O)(=O)NCc1ccc(Cl)cc1	2%	1.0%[50 µM]	-2	14	21	700	8%	0.9	i	0.9	-3%	-1.1%
COc1cc([N+](=O)[O-])ccc1NC(=O)Nc1nc2c(s1)CCCC2	5%	1.8%[50 µM]	4	1	22	699	10%	1	i	0.4	1%	1.0%
CC(=O)C(=[N+]=[N-])C(=O)NCc1ccccc1	-8%	3.8%	-4	-7	-2	677	-5%	1	i	0.3	2%	-2.7%
CCN1CCN(c2nc(-c3cccnc3)nc3ccccc23)CC1	-12%	0.1%[50 µM]	6	0	-9	710	-6%	1.1	i	3.2	0%	nt
CN(Cc1ccccc1)c1nnc(N)s1	0%	3.5%	11	1	-3	776	-4%	1.1	i	1.0	3%	-2.8%
Fc1ccc2[nH]c3c(N4CCN(C5CCCCC5)CC4)ncnc3c2c1	-6%	nt	-1	-15	nt	nt	-7%	1.1	nt	nt	9%	-3.7%
Cc1ccccc1-c1nc(CN2CCC(C(=O)NCC3CCCO3)CC2)c(C)o1 (stereo unspecified)	5%	-0.1%	8	10	nt	nt	7%	1.1	i	0.6	8%	-0.1%
O=C(CN(C(=O)Cn1nnc(-c2ccc(F)cc2)n1)c1ccc(F)c(Cl)c1)NCC1CCCO1 (stereo unspecified)	nt	0.0%	2	-8	-6	743	nt	1.1	i	0.6	-2%	0.6%
CCOc1ccc(CCNC(=O)C2CCCN(c3nnc(-n4cccc4)s3)C2)cc1OCC (stereo unspecified)	12%	0.1%	-24	-10	nt	nt	11%	1.1	i	1.8	-1%	-1.3%
COc1ccc(S(=O)(=O)N2CCOC2CNC(=O)C(=O)NCc2ccco2)cc1 (stereo unspecified)	nt	0.3%[50 µM]	nt	nt	-12	662	nt	nt	i	0.3	-4%	nt
Cc1cc(C)nc(SCc2nnc(SCC(=O)N3CCCc4ccccc43)o2)n1	-5%	0.5%	12	50	nt	nt	-6%	1.1	i	6.1	5%	2.3%
CN(C)c1ccc(/C=N/NC(=O)CSc2ccccn2)cc1	nt	0.2%	nt	nt	6	714	nt	nt	i	0.5	9%	nt
COC(=O)c1oc2ccc(Br)cc2c1NC(=O)CCN1CCOCC1	12%	0.2%	8	11	nt	nt	6%	1.1	i	0.8	1%	-2.7%
Cc1csc(NC(=O)CCN2C(=O)c3ccccc3S2(=O)=O)n1	7%	0.1%	-21	-11	8	738	10%	1.1	i	1.0	5%	-0.1%
COc1ccc([N+](=O)[O-])cc1NC(=O)Nc1cccc(Cl)c1	-2%	2.8%[50 µM]	15	-5	-1	757	2%	1.1	i	1.1	-4%	-3.7%
CN(c1cccnc1)c1ncnc2[nH]ncc12	nt	0.5%	nt	nt	-6	746	nt	nt	i	0.3	4%	nt
Nc1nc(N2CCOCC2)n[nH]1	-9%	0.8%	9	13	0	697	-7%	0.9	nt	nt	-5%	-0.9%
CCC(=O)c1ccc(N2CCN(C(=O)c3ccc(F)cc3)CC2)c(F)c1	-2%	0.0%	21	3	1	605	-2%	1	i	0.0	-2%	1.3%
Cc1cccc(-n2c(C)cc(C)c(C#N)c2=O)c1	-1%	0.1%	-11	12	-10	701	-3%	1.1	i	0.3	3%	0.0%
Cc1ccc(-c2noc(=O)n2CC(=O)Nc2ccc(S(=O)(=O)NC3CC3)cc2)cc1	6%	1.2%[50 µM]	-4	-3	37	826	10%	1	i	1.0	6%	-1.4%
O=C(c1coc2ccc(O)cc12)C1CC1	2%	2.2%	-19	-10	nt	nt	3%	1.2	i	0.4	1%	-1.6%
O=C(CN(C1CCCCC1)S(=O)(=O)c1ccc(F)cc1)NCCCO	-8%	0.5%	7	-2	nt	nt	-4%	1	i	5.8	4%	0.4%
Cc1ccccc1C(=O)Nc1ccc(C(=O)N/N=C/c2ccncc2)cc1	4%	-2.8%	8	-4	5	782	4%	1	i	0.1	8%	-2.9%
CC1(C)CC(=O)C2=C(C1)N=C1SCCC(=O)N1C2c1ccc(C(F)(F)F)cc1 (stereo unspecified)	7%	-1.6%	-7	12	-7	760	12%	1	i	9.2	9%	-3.6%
Cc1[nH]n(-c2ccccc2)c(=O)c1N=Nc1ccc2c(c1)OCCO2	20%	0.4%	13	-14	28	665	12%	1.1	i	0.5	9%	-0.1%
CNC(=S)N1CCN(CCNC2=CC(=O)CC(C)(C)C2)CC1	-4%	0.2%	-1	-3	7	711	-4%	1	i	0.4	9%	0.2%
CC(C)(C)C(=O)CSc1nnc(-c2cccs2)n1CC1CCCO1 (stereo unspecified)	-7%	0.7%	nt	nt	-12	790	-13%	1	i	0.8	4%	-2.9%

One compound at a time (already shown).
`Cc1ccc(C)c(-n2c(Cc3cc(=O)[nH]c(=O)[nH]3)nnc2SC(C)C)c1` across the screens: human PMI inhibitors = 0%; K1F lysis inhibition = -1.4%; WT yeast gro inh = 13; WT yeast gro inh mutant strain = 7; Hep lipid drop = nt; Hep lipid drop cells 6.5 µM = nt; PMI inhibitors = 0%; TNAP activators = 1.1; Myeloid diff MLP = i; Myeloid diff MLP GFP+ MAC1+ % = 2.0; M1AAP inhibition = -4%; ER stress rescue = 0.0%
`CC(=O)C(=[N+]=[N-])C(=O)NCc1ccccc1` across the screens: human PMI inhibitors = -8%; K1F lysis inhibition = 3.8%; WT yeast gro inh = -4; WT yeast gro inh mutant strain = -7; Hep lipid drop = -2; Hep lipid drop cells 6.5 µM = 677; PMI inhibitors = -5%; TNAP activators = 1; Myeloid diff MLP = i; Myeloid diff MLP GFP+ MAC1+ % = 0.3; M1AAP inhibition = 2%; ER stress rescue = -2.7%

High-throughput results as filed in PubChem BioAssay.
